# Screens as filed in PubChem.
# PMI inhibitors: inhibitors of human PMI, primary screen, biochemical, fluorescence intensity, coupled assay (AID 1209) | 190,000 tested, 0.42% active | purified PMI enzyme, coupled fluorescence intensity; higher % means a stronger effect | inhibition, % at 20 µM, or IC50 in µM where a hit was titrated;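 further: plate controls were DMSO vehicle for no effect and wells lacking substrate for full effect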
# XIAP antagonists: XIAP antagonists, biochemical, IAP family, fluorescence polarization (AID 1018); XIAP BIR domain, fluorescence polarization peptide displacement; higher % means a stronger effect; one-dose displacement, % at 20 µM; IC50 in µM for titrated hits; 200,000 tested, 0.007% active; in the data active means displacement above about 50%; further: a part of the inactive calls stands beside numbers as strong as those of hits
# ER stress rescue: protection against thapsigargin-triggered cell killing – 384-well, CSM14.1, ATP luminescence, primary screen (AID 1222); one-dose cellular ATP content (survival), % at 20 µM; EC50 in µM for titrated hits; CSM14.1 thapsigargin-induced death rescue, ATP luminescence; higher % means a stronger effect; 190,000 tested, under 10 active;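 active means EC50 below 50 µM in the dose-response confirmation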;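 further: death triggered by thapsigargin at about 15 µM added after 2 h compound pretreatment; cell ATP read after overnight thapsigargin exposure of roughly 18 to 22 hours; normalized against plate controls of thapsigargin alone and 5% DMSO vehicle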
# TNAP activators: human TNAP enzyme activators, primary screen, biochemical, luminescent, no phosphate acceptor, uHTS (AID 1001). purified TNAP, luminescent activation assay, no phosphate acceptor; higher activation fold means a stronger effect. activation fold at 20 µM, or EC50 in µM where a hit was titrated. 200,000 tested, 0.03% active; in the data active means activation fold from about 3, or a potency from the dose series; inactive means the rest, 99 in 100 with activation fold below about 1.6; further: many of its hits are not listed in these tables
# PMI inhibition: MPI inhibition at elevated mannose 6-phosphate – biochemical, fluorescence intensity, high mannose 6-phosphate, primary screen (AID 1220); 190,000 tested, 0.66% active; one-dose inhibition, % at 20 µM; IC50 in µM for titrated hits; recombinant PMI enzyme, coupled fluorescence intensity; higher % means a stronger effect
# LYP phosphatase: PTPN22 lymphoid phosphatase activity blockers – biochemical, fluorescence intensity, uHTS (AID 1779). recombinant LYP phosphatase, fluorescence intensity; higher % means a stronger effect. one-dose inhibition, % at 11.5 µM; IC50 in µM for titrated hits. 290,000 tested, 0.054% active;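 further: plate controls were vehicle with enzyme for no effect and no enzyme for full effect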
# P. falciparum M1AAP: P. falciparum M1AAP inhibitors, biochemical, fluorogenic H-Leu-NHMec substrate, 1536-well (AID 1445) | recombinant M1AAP, H-Leu-NHMec fluorogenic kinetic assay; higher % means a stronger effect | inhibition, % at 30 µM, or IC50 in µM where a hit was titrated | 220,000 tested, 0.42% active;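 active means primary inhibition above the hit cutoff, then over 50% inhibition at one or more dose response concentrations, cut at about 23% in these data, passing the limit was not always enough; inconclusive means conflicting primary data, or primary hits not chosen for dose response; inactive means low primary inhibition, or under 50% at every dose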;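 further: plate controls were DMSO full reaction for no effect and no enzyme background for full effect; strong numbers were not always called active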
# P. falciparum M17LAP: P. falciparum M17LAP inhibitors, primary screen, biochemical, fluorogenic H-Leu-NHMec substrate, 1536-well (AID 1619); recombinant M17LAP, H-Leu-NHMec fluorogenic kinetic assay; higher % means a stronger effect; one-dose inhibition, % at 30 µM; IC50 in µM for titrated hits; 220,000 tested, 0.38% active;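 active means compound inhibiting the enzyme by more than half at any dose during confirmatory dose-response retesting; inconclusive means strong single-dose inhibitors picked by rank but not retested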;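 further: plate controls were full reaction with DMSO carrier for no effect and no enzyme background for full effect; strong numbers were not always called active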
# Myeloid diff 2: promotes myeloid progenitor differentiation | ER-HoxA9 myeloid progenitors, lysozyme-GFP differentiation, flow cytometry | calls only at 10 µM | 360,000 tested, 1% active | AID 624256;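 active means normalized GFP-positive differentiation at or above the plate's own cutoff, the solvent-only control mean plus 3 SD; inconclusive means no clear call, values can overlap the other calls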;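 further: cells exposed to compound for four days before flow analysis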
# Myeloid diff 2 GFP+ MAC1+ %: also measured in Myeloid diff 2; calls as there; GFP+ MAC1+ double positive, %; measured here: differentiation confirmed by MAC1 staining
# * marks the source's active call; other numbers are inactive results; i = inactive; ? = inconclusive; / = not tested or not shown; + = active, no number. Unless noted, no stated cut-off is given here; in the data, active means inhibition above about 50%; inactive means the rest.
SMILES,PMI inhibitors,XIAP antagonists,ER stress rescue,TNAP activators,PMI inhibition,LYP phosphatase,P. falciparum M1AAP,P. falciparum M17LAP,Myeloid diff 2,Myeloid diff 2 GFP+ MAC1+ %
Cc1cc(C(=O)OC2CCOC2=O)c2ccccc2n1 (stereo not drawn),4%,-11%,-1.6%,1.1,7%,-1%,-1%,15%,i,2.3
O=C(Nc1ccc(NC(=O)C2CC2)nc1)c1ccco1,-4%,0.7%,-2.1%,1.1,-7%,2%,3%,6%,i,0.4
Cc1ccc2nc(-c3ccc(SCC(=O)Nc4nc(C)cs4)nc3)[nH]c2c1,7%,-4.5%,-2.2%,1,5%,-5%,4%,-7%,i,0.9
Cc1ccc(-c2nc(-c3ccc(Cl)cc3)sc2CC(=O)O)c(C)c1,-15%,-9.5%,-16%,1.1,-9%,6%,4%,0%,i,0.1
O=C(Nc1ccc(Cc2ccc(NC(=O)C3CC3)c(O)c2)cc1O)C1CC1,10%,1.5%,-1.2%,1.1,6%,1%,5%,0%,i,0.7
O=C(O)c1ccc(-c2nc3ccccc3s2)o1,/,/,/,/,/,-1%,-2%,-10%,i,0.3
O=C(NCCc1ccccc1)C(c1ccncc1)N(C(=O)c1csnn1)C1CC1 (stereo not drawn),-12%,-7.0%,-1.4%,1.1,-10%,3%,1%,-2%,i,1.6
COc1cccc2c1N1C(=O)c3c(C(=O)O)cccc3C1CC2(C)C (stereo not drawn),-7%,-1.7%,-0.7%,1.1,-2%,-5%,5%,-2%,i,0.3
Cc1ccc(NC(=O)CCC(=O)NNC(=O)/C=C/C(=O)O)c(C)c1,-24%,-4.0%,-2.8%,0.8,-31%,-13%,-5%,29%,i,0.3
O=C(O)c1ccc(Cl)c(S(=O)(=O)Nc2ccccc2N2CCOCC2)c1,-21%,9.2%,1.6%,0.9,-4%,-8%,-4%,3%,i,0.5
CCOCCCNC(=O)/C(C#N)=C/c1ccccc1F,-8%,-10%,-1.4%,1,8%,-8%,13%,6%,i,0.5
COc1cccc2c(=O)n(CC(=O)Nc3ccc(F)cc3)ccc12,8%,-5.8%,/,1,12%,-7%,0%,-4%,i,3.9

# The last 3 entries of the part above come first, to join the parts:
SMILES,PMI inhibitors,XIAP antagonists,ER stress rescue,TNAP activators,PMI inhibition,LYP phosphatase,P. falciparum M1AAP,P. falciparum M17LAP,Myeloid diff 2,Myeloid diff 2 GFP+ MAC1+ %
O=C(O)c1ccc(Cl)c(S(=O)(=O)Nc2ccccc2N2CCOCC2)c1,-21%,9.2%,1.6%,0.9,-4%,-8%,-4%,3%,i,0.5
CCOCCCNC(=O)/C(C#N)=C/c1ccccc1F,-8%,-10%,-1.4%,1,8%,-8%,13%,6%,i,0.5
COc1cccc2c(=O)n(CC(=O)Nc3ccc(F)cc3)ccc12,8%,-5.8%,/,1,12%,-7%,0%,-4%,i,3.9
COc1ccccc1C1c2[nH]c3ccccc3c2CCN1Cc1cnc(C)s1 (stereo not drawn),0%,-2.2%,-4.1%,1.1,-4%,1%,0%,-11%,i,0.0
O=C(NC(=S)Nc1ccc2ncccc2c1)c1ccccc1,28%,-10%,0.1%,1,56%*,-2%,3%,3%,i,0.2
CCc1nc2ccc(C(=O)NCc3ccccc3)cc2nc1CC,18%,-4.8%,1.8%,1.1,49%,-5%,3%,-4%,i,0.4
O=C(O)CCCCCN1C(=O)C(O)=C(C(=O)/C=C/c2ccccc2)C1c1cccc([N+](=O)[O-])c1 (stereo not drawn),-17%,-2.9%,0.2%,1.1,-14%,-3%,8%,22%,i,0.2
O=C(/C=C/c1ccccc1)N1CCC[C@H]1CO,-2%,-3.1%,7.0%,1.1,-1%,-7%,4%,20%,i,1.4
O=C(COC(=O)c1ccc([N+](=O)[O-])s1)NC(c1ccccc1)c1ccccc1,-6%,-6.3%,1.7%,1.1,10%,5%,8%,-8%,i,0.8
COC(=O)c1cc(N=Nc2c(C)[nH]c3ccccc23)cc(C(=O)OC)c1,/,/,/,/,/,-4%,0%,-7%,i,0.4
Cc1ccc(S(=O)(=O)Nc2cccc(-c3cn4ccsc4n3)c2)cc1,3%,-6.3%,-1.8%,1,10%,0%,7%,-7%,i,2.9
c1ccc(CN2CCN(c3nc(-c4ccccn4)nc4ccccc34)CC2)cc1,8%,-2.9%,1.0%,0.9,19%,-8%,8%,0%,i,1.8
Cn1nnc2cc(NC(=O)N3CC4(C)CC3CC(C)(C)C4)ccc21 (stereo not drawn),21%,-2.8%,-0.1%,1.1,16%,-6%,-1%,-1%,i,3.3
O=S(=O)(c1ccc(F)cc1)n1ccc(-c2cnc(-c3ccccc3)s2)n1,16%,-1.2%,0.7%,1.1,11%,1%,5%,6%,i,1.3
CCCC(=O)Nc1c2c(nn1-c1ccc(C)cc1C)CSC2,18%,-0.2%,-1.9%,1.1,1%,-1%,9%,2%,i,1.5
COc1ccccc1NC(C#N)c1ccccc1OCc1ccccc1 (stereo not drawn),6%,-10%,-1.2%,1,34%,-3%,?,6%,i,1.0
CCOC(=O)c1c(C)[nH]c(C(=O)OCC(=O)NC(C)(C)C)c1C,7%,-8.0%,-0.1%,1.3,9%,-4%,-4%,-7%,i,0.1
Cc1noc(C)c1C(=O)OCC(=O)Nc1ccc(C(N)=O)cc1,-4%,-4.7%,-0.4%,1,-8%,-10%,-1%,-8%,i,0.3
Cc1cccc(OCC(=O)Nc2nc3ccc([N+](=O)[O-])cc3s2)c1C,1%,3.0%,3.0%,1.1,-2%,-3%,2%,-11%,i,7.1
Cc1nc(Cl)cc(CS(=O)(=O)c2ccc(Cl)cc2)n1,-34%,-0.2%,1.1%,1,-26%,-4%,-2%,-17%,i,0.0
COc1cc(OC)c(NC(=O)/C=C/C(=O)O)cc1Cl,/,/,/,/,/,-4%,2%,2%,i,0.1
O=C(/C=C/c1cccc([N+](=O)[O-])c1)NCCN1C(=O)S/C(=C\c2cccnc2)C1=O,0%,-1.7%,-0.6%,1.1,0%,1%,5%,4%,i,0.9
COC(=O)c1c(NC(=O)CSc2nc3nc(C)cc(C)n3n2)sc(C)c1C,13%,-10%,0.3%,1.1,7%,-4%,5%,-6%,i,0.6
CC(C)CSc1nsc(N)n1,-3%,1.1%,-2.9%,1.1,-8%,-1%,-1%,5%,i,2.2
CCNC(=S)NNC(=O)c1cccn(Cc2ccc(Cl)cc2)c1=O,-11%,-1.1%,-1.0%,1,-10%,6%,7%,-7%,i,1.1
C=CCn1c(N)cc(=O)nc1SCC(=O)Nc1ccc(C)cc1,-9%,-0.5%,0.4%,1.1,-11%,-3%,4%,24%,i,0.4
Cc1ccc(N2C(=O)c3ccccc3C2(O)c2ncc[nH]2)cc1 (stereo not drawn),5%,-2.4%,-1.6%,1.1,6%,-8%,8%,-9%,i,1.1
COc1ccccc1-n1c(N)c(C(N)=O)sc1=S,-19%,-8.0%,-4.2%,1,-17%,1%,4%,32%,i,0.4
O=C(C1=C(O)C(=O)N(CCCN2CCOCC2)C1c1ccncc1)c1cc2ccccc2o1 (stereo not drawn),-11%,35%,-1.7%,1,2%,-3%,3%,19%,/,/
CCN1C(=O)C(CC(=O)Nc2ccc(OC)cc2)N(CCc2ccc(OC)cc2)C1=S (stereo not drawn),-4%,-11%,-1.8%,1,-3%,1%,-6%,7%,i,0.2
O=C(NCc1cccc(Cl)c1)C1CCCO1 (stereo not drawn),0%,-8.1%,0.0%,1.1,2%,-12%,4%,-3%,i,0.0
OCC1CCCCN1C(=S)NCc1ccco1 (stereo not drawn),4%,2.8%,0.1%,1.1,-4%,2%,9%,-2%,i,0.3
CCN(CC)CCCNC(=O)c1nn(-c2ccc(OC)cc2OC)c(=O)c2ccccc12,3%,-2.4%,-3.5%,1.1,0%,-4%,-5%,0%,i,0.5
Cc1ccc(NC(=S)N(CCCN2CCCC2)Cc2cccn2Cc2ccc(Cl)cc2)cc1Cl,1%,-2.8%,3.1%,1.1,-6%,-16%,0%,6%,+,1.8*
O=C(CN1CCN(S(=O)(=O)c2cc(Cl)ccc2Cl)CC1)Nc1ccc2c(c1)OCCO2,0%,0.1%,-2.4%,1.1,-13%,3%,2%,6%,i,0.8
N#C/C(=C\c1ccc(N2CCCCC2)o1)C(N)=O,10%,-2.3%,1.1%,0.8,17%,4%,13%,34%,i,0.3
COc1ccc(Cl)cc1C(=O)NCC(c1ccco1)N1CCCC1 (stereo not drawn),4%,0.3%,-1.9%,1.1,14%,-7%,2%,18%,i,0.5
O=C(/C=C/c1ccc(Br)cc1)NC(=O)c1ccccc1O,0%,-2.9%,-2.9%,1.1,1%,10%,9%,0%,i,0.1
Cc1cc(C)n(C2CCCCC2OC(=O)c2ccccc2)n1 (stereo not drawn),13%,-8.6%,-0.1%,1.1,13%,-6%,-2%,-6%,i,1.1
Cc1ccc2nc(SC(C)C(=O)N3CCCCC3)[nH]c2c1 (stereo not drawn),0%,-5.7%,0.0%,1.3,-1%,0%,-1%,10%,i,0.4
CCC(C)(C(=O)NC1CCCC1)N(CC1CCCO1)C(=O)c1ccc2c(c1)OCO2 (stereo not drawn),-5%,-2.2%,3.3%,1,5%,-7%,0%,-2%,i,1.0
O=C(O)Cc1ccc(Nc2cnn(C34CC5CC(CC(CC(=O)O)(C5)C3)C4)c(=O)c2Cl)cc1,/,/,/,/,/,-3%,11%,23%,i,0.4
N#Cc1ccsc1NC(=O)COc1ccc(-c2nnco2)cc1,1%,-2.8%,-3.4%,1.1,13%,-9%,11%,-3%,i,1.4
COCCNC(=O)CSc1nc2ccccc2c(=O)n1CCC(=O)NCCc1ccc(OC)c(OC)c1,-8%,0.4%,1.1%,1.1,-7%,-6%,-6%,-5%,i,0.5
CCCCCCSc1cc(C)nc2ncnn12,1%,-1.1%,0.4%,1.1,1%,-4%,9%,-12%,i,2.1
CSc1ccccc1NC(=O)CN1CC(C)OC(C)C1 (stereo not drawn),-8%,-3.0%,1.2%,1.1,-3%,0%,4%,-11%,i,0.4
O=S(=O)(c1ccc(N2CCCC2)nc1)N1CCCC1,-8%,-3.3%,-0.7%,1.1,-6%,-1%,-5%,14%,i,0.1
CC(C)(C)NC(=O)C1CCC(CNc2c(N3CCCCC3)c(=O)c2=O)CC1 (stereo not drawn),/,/,/,/,/,-2%,8%,-5%,i,0.8
CC(C)Oc1ccc(C(=O)NC2(C(F)(F)F)NC(=O)N(CCCc3ccccc3)C2=O)cc1 (stereo not drawn),13%,-15%,-2.6%,1,11%,9%,0%,21%,i,0.3
O=[N+]([O-])c1ccc(Cl)c(-c2ccc(/C=N/c3c(-c4ccco4)nc4ccccn34)o2)c1,11%,0.8%,0.5%,0.8,14%,2%,7%,6%,i,0.9
